hIAP inh: human IAP inhibition; P09923; purified IAP, CDP-Star luminescence, 30 min; 330,000 compounds, 0.12% hits; AID 2544; inhibition, % at 10 µM;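 active = inhibition reaching a set limit with compound at 10 µM in the primary screen, cut at about 35% in these data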;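 also: plate controls were DMSO wells with enzyme for no effect and no-enzyme buffer wells for full effect; values of inactives mirror those of a sister screen read the other way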
MPTP inh: permeability transition pore inhibition | isolated mouse mitochondria, Ca2+ swelling absorbance, 30 min | inhibition, % at 10 µM | 360,000 compounds, 1.4% hits;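 active = inhibition of 50% or more, scaled per plate between neutral and stimulator controls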;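 also: 0% = DMSO wells given calcium and 100% = 1 mM EGTA wells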
ATG4B inhibitor: blocks human ATG4B protease cleavage of LC3 substrate | AID 504462 | inhibition, % at 8.33 µM | Q9Y4P1 | 340,000 compounds, 0.51% hits | ATG4B cleavage of LC3-PLA2, NBD-HPC fluorescence, 1 h; in the data active = inhibition above about 40%
Target sequence (Q9Y4P1 whole entry, looked up): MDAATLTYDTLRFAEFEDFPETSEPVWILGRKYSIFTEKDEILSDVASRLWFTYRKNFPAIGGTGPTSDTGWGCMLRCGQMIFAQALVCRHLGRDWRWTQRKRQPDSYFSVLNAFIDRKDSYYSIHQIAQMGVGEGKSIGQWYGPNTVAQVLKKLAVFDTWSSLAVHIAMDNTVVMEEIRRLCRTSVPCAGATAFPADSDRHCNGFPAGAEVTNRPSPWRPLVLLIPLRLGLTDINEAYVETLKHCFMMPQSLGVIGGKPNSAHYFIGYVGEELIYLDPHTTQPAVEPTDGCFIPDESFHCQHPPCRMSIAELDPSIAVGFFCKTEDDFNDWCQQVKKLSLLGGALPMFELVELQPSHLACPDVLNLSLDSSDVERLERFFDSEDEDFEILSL
hIAP act: human IAP activation; P09923; purified human IAP, CDP-Star luminescence, 30 min; active compounds read high; 1 = vehicle-only enzyme, 0 = enzyme-free background; activation factor at 10 µM; 330,000 compounds, 0.16% hits;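 active = activation factor of the enzyme at least 2-fold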; also: the source names both 10 and 20 µM as test concentration; values of inactives mirror those of a sister screen read the other way
A3G deaminase: APOBEC3G (human) deaminase inhibition; inhibition, % at 20 µM; AID 493012; 330,000 compounds, 0.28% hits; recombinant A3G, ssDNA deamination FAM/TAMRA fluorescence; Q9HC16;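 active = inhibition of at least 40% at 20 µM, with no more than 30% in the related APOBEC3A deaminase screen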;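 also: plate controls were DMSO wells with A3G for no effect and wells lacking A3G enzyme for full effect; some compounds called inactive have numbers as strong as hits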
mIAP act: increases mouse intestinal alkaline phosphatase activity; 330,000 compounds, 0.24% hits; activation factor at 10 µM; muIAP, CDP-Star luminescence, 30 min; active compounds read high; 1 = vehicle-only enzyme signal, 0 = enzyme-free wells;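 active = activation factor of at least 2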; also: the source names both 10 and 20 µM as test concentration; values of inactives mirror those of a sister screen read the other way
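System: Mouse IAP enzyme | Also added: CDP-Star substrate | Dosing: Compounds dispensed in DMSO | Schedule: 30 min enzyme-substrate-compound incubation at room temperature | Technique: Chemiluminescence readout | Control set: DMSO-only wells and no-enzyme negative control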
A3A deaminase: human APOBEC3A DNA deaminase inhibition | P31941 | recombinant A3A, FAM/TAMRA ssDNA deamination fluorescence | inhibition, % at 20 µM | 330,000 compounds, 0.41% hits;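 active = at least 40% inhibition at 20 µM here, with at most 30% in a related deaminase screen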;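 also: plate controls were A3A with DMSO for no effect and wells lacking A3A enzyme for full effect; some results filed as inactive read as strong as hits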
Target sequence (P31941 whole entry, looked up): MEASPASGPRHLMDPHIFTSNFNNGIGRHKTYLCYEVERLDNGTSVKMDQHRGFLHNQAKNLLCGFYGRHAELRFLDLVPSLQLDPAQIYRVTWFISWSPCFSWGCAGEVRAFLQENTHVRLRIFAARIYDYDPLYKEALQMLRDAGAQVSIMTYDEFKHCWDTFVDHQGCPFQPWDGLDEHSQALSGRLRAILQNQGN
mIAP inh: mouse IAP inhibition; 330,000 compounds, 0.2% hits; purified mouse IAP, CDP-Star luminescence, 30 min; inhibition, % at 10 µM;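 active = inhibition of at least 40% at 10 µM in the primary screen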;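 also: plate controls were DMSO with enzyme for no effect and no enzyme wells for full effect; values of inactives mirror those of a sister screen read the other way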
MIN6 prolif: MIN6 beta-cell proliferation induction; MIN6 cells proliferation, ATPlite luminescence, 48 h; cells starved in 0.2% serum; 100% = growth in 10% serum; proliferation, % at 10 µM; 330,000 compounds, 0.29% hits; AID 2380;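 active = compounds whose signal lies at least 3.5 SD above the mean of all wells on their plate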;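 also: 0% = DMSO-treated cells in low-serum medium and 100% = 10% serum control; some compounds called inactive have numbers as strong as hits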
The depositor's hits bear a star; . = no result given.

SMILES | hIAP inh | MPTP inh | ATG4B inhibitor | hIAP act | A3G deaminase | mIAP act | A3A deaminase | mIAP inh | MIN6 prolif
CC1(C)OC(=O)C(=NNc2ccc(O)cc2)C(=O)O1 | 2 | -1.9 | -13 | 0.98 | 0 | 0.97 | 11 | 3 | -7
Cc1ccc(Cn2c(C3CCCN3c3nc(-c4cc(Cl)c(N)c(Cl)c4)cs3)nc3cc(C(=O)NCCCO)ccc32)cc1 (stereo not given) | -2 | -0.9 | -11 | 1 | -8 | 0.98 | -7 | 2 | -8
Cc1ccc(S(=O)(=O)N2CCCCC2CCNC(=O)C(=O)Nc2ccccc2F)cc1 (stereo not given) | -24 | 0.8 | 2 | 1.2 | 4 | 0.98 | 2 | 2 | -5
Cc1cc(C)c2c(CN3CCOCC3)cc(=O)oc2c1 | 9 | 1.3 | -8 | 0.91 | -2 | 0.95 | 0 | 4 | -3
O=C(Nc1ccc(CCC(=O)N2CCCC2)cc1)c1ncn[nH]1 | -12 | -0.8 | -2 | 1.1 | 0 | 1 | 1 | -2 | 0
COc1ccc2cc(C3CC(c4ccco4)=NN3S(=O)(=O)c3ccccc3)c(Cl)nc2c1 (stereo not given) | -3 | 0.1 | -5 | 1 | -10 | 0.92 | -6 | 8 | 1
CCc1nc(SCc2ccc(C(=O)OC)o2)n[nH]1 | -21 | -1.1 | 12 | 1.2 | -10 | 0.97 | -3 | 3 | -3
O=S(=O)(NCCc1c[nH]c2ccccc12)c1ccccc1 | -6 | 2.1 | -6 | 1.1 | -7 | 1.1 | -3 | -8 | -1
CC1(C)Oc2ccc3ccc(=O)oc3c2/C(=C/Nc2ccccn2)C1=O | -6 | 3.7 | 5 | 1.1 | 2 | 1 | 1 | 0 | -3
Nc1nc(SCC(=O)c2cccc([N+](=O)[O-])c2)n[nH]1 | 4 | -0.5 | -7 | 0.96 | -9 | 0.8 | -3 | 20 | -1
COC(=O)c1ccc(C(=O)NC2CCCc3c2cnn3-c2ccc(C)c(C)c2)cc1 (stereo not given) | 4 | 0.6 | -3 | 0.96 | -9 | 1 | 1 | -3 | -6
COc1ccc(NC2CCCN(Cc3cccc4cnccc34)C2)cc1OC (stereo not given) | -21 | 1.9 | -1 | 1.2 | 0 | 1 | -1 | -1 | -2
CS(=O)(=O)N(CC(=O)Nc1ccccc1C(=O)NCc1ccco1)c1ccccc1F | 3 | 3.8 | 8 | 0.97 | -10 | 1 | 3 | -3 | 0
Cc1ccc([N+](=O)[O-])cc1NC(=O)CCc1ccccc1 | 0 | 0.1 | -3 | 1 | -5 | 1 | -3 | -3 | 1
Cn1c(=O)c2c(nc(CN3CCN(c4ccc(F)cc4)CC3)n2CCN2CCOCC2)n(C)c1=O | 1 | 0.9 | -10 | 0.99 | 1 | 1.1 | -5 | -7 | -5
COC(=O)c1nc(C(=O)OC)c(C(=O)OC)nc1C(=O)OC | -6 | 3.3 | -6 | 1.1 | -5 | 1.1 | -8 | -6 | -1
O=S(=O)(Nc1nc2ccccc2nc1-[n+]1ccccc1)c1ccc(Cl)cc1 | 3 | 0.5 | -1 | 0.97 | -4 | 1 | 2 | -1 | 0
O=[N+]([O-])c1c(Nc2ccccc2O)cc(N2CCOCC2)c2nonc12 | 0 | 4.2 | -1 | 1 | 3 | 0.91 | 6 | 9 | -3
CC(=O)c1ccc(N2C(=NC(=O)CCc3ccccc3)SC3CS(=O)(=O)CC32)cc1 (stereo not given) | 0 | -1.2 | -6 | 1 | -1 | 0.95 | -1 | 5 | -3
CC(C)CC(=O)c1c[nH]c(C(=O)NCc2cccs2)c1 | -4 | -0.4 | -12 | 1 | 3 | 0.88 | 6 | 12 | 0
Cc1ccc(CNC(=O)c2cc3cc(Br)ccc3oc2=N)cc1 | 4 | -0.2 | 0 | 0.96 | -2 | 0.9 | 7 | 10 | -6
Cc1ccccc1N1C(=O)C(Cl)=C(N2CCOCC2)C1=O | -26 | 0.3 | -7 | 1.3 | -3 | 1.1 | -5 | -6 | -2
Cc1noc(N)c1C1(O)C(=O)Nc2c(Cl)cc(Cl)cc21 (stereo not given) | -7 | -1.4 | 1 | 1.1 | 2 | 1.1 | 2 | -11 | -5
CCOc1ccccc1NC(=O)CN1CCCCCC1 | -1 | -0.2 | 0 | 1 | 0 | 0.81 | 11 | 19 | -5
COc1ccc(CCN2C(=S)NC3CC2(C)Oc2ccc([N+](=O)[O-])cc23)cc1OC (stereo not given) | -8 | 10 | -2 | 1.1 | -1 | 1 | -1 | 0 | -5
COCCNS(=O)(=O)c1cccn1-c1ncc(C(F)(F)F)cc1Cl | -1 | -3.6 | -15 | 1 | -4 | 0.94 | -3 | 6 | -1
COc1ccc(CCNS(=O)(=O)c2ccc3c(c2)OCCO3)cc1OC | 2 | 0.7 | 3 | 0.98 | -7 | 1.1 | -2 | -5 | 3
Cc1ccc(C)c(N2CCN(C(=O)CCc3nc(-c4ccccc4Cl)no3)CC2)c1 | . | -1.9 | 0 | . | -1 | 1 | -2 | -2 | .
COc1cccc(CC(=O)OCC(=O)Nc2nnc(-c3ccccc3)o2)c1 | -10 | 0.4 | -5 | 1.1 | -3 | 0.88 | 1 | 12 | 0
CC1CCCCC1NC(=O)CN(C)S(=O)(=O)c1ccc2c(c1)c(=O)n(C)c(=O)n2C (stereo not given) | 12 | -0.3 | 3 | 0.88 | 9 | 1 | 3 | -4 | 4
c1coc(CNc2c3c(nc4ncnn24)CCC3)c1 | 15 | -0.8 | 15 | 0.85 | -5 | 0.92 | 0 | 8 | 2
CCOC(=O)/C(C#N)=C(\N)C(C)C(=O)Nc1ccccn1 (stereo not given) | -16 | -1.9 | 0 | 1.2 | -5 | 1.1 | 1 | -10 | -3
O=S(=O)(NCC1CCCO1)c1ccc(NS(=O)(=O)c2ccc(F)cc2)cc1 (stereo not given) | 6 | 1.6 | 4 | 0.94 | 8 | 1.1 | 3 | -9 | 2
CCOc1ccc(-n2c(=O)cc(N3CCN(c4ccc(F)cc4)CC3)[nH]c2=O)cc1 | 0 | -2.3 | 3 | 1 | -2 | 1 | 6 | 0 | 1
O=C(Nc1nc(-c2ccc(F)cc2)cs1)c1cnccn1 | 8 | -2.0 | -3 | 0.93 | 8 | 0.99 | 8 | 1 | -1
Cc1ccc2nc(-c3ccccc3O)c(Nc3ccc4c(c3)OCCO4)n2c1 | -5 | 0.9 | 28 | 1.1 | -8 | 1.3 | 0 | -29 | 0
O=C(NC(NC1CCS(=O)(=O)C1)C(=O)c1cccs1)c1ccccc1 (stereo not given) | 2 | . | -10 | 0.98 | -7 | 0.94 | -4 | 6 | 0
CC1CN(C(=O)c2ccc(COc3ccc4ccccc4c3)o2)CC(C)O1 (stereo not given) | 4 | 0.9 | 4 | 0.96 | -7 | 0.92 | -2 | 8 | -6
O=C(c1ccc(S(=O)(=O)Cc2cc(F)ccc2F)c([N+](=O)[O-])c1)N1CCCC1 | -1 | 1.7 | 1 | 1 | -10 | 1.1 | 1 | -6 | -6
Cc1ccc(O)c(C(=O)c2cnc3onc(-c4ccc(F)cc4)c3c2)c1 | 1 | 23 | 2 | 0.99 | -8 | 0.92 | -3 | 8 | 0
COc1ccc(NS(=O)(=O)c2cc(NC(=O)c3cnccn3)ccc2OC)cc1Br | 3 | -1.4 | -12 | 0.97 | -2 | 0.87 | 3 | 13 | -3
O=C(CCN1CCC(c2cccs2)=N1)c1cccs1 | -12 | 2.6 | -5 | 1.1 | -5 | 1.1 | -1 | -12 | 0
Cc1cc(=O)oc2c(C)c(OC(C)C(=O)NCCN3CCOCC3)ccc12 (stereo not given) | -7 | -2.8 | -7 | 1.1 | -5 | 0.98 | -5 | 2 | 4
COCC(=O)N1CCC(n2nccc2NC(=O)c2ccccc2OC)CC1 | 2 | -1.3 | 1 | 0.97 | 13 | 1 | 0 | -4 | -2
COc1ccc(-n2c(SCC(N)=O)nc3sc4c(c3c2=O)CCC4)cc1 | 0 | 3.6 | 2 | 1 | -2 | 0.92 | 5 | 8 | -2
Cc1cnc(C(=O)NCCc2ccc(C(F)(F)F)cc2)cn1 | 1 | 0.8 | 2 | 0.99 | -3 | 0.93 | 3 | 7 | 0
Nc1nc(-c2ccccn2)nc(N)c1Cc1ccccc1F | -32 | -3.3 | 12 | 1.3 | -3 | 0.92 | -1 | 8 | -4
CCCCN(C(=O)COc1ccc(C)cc1OC)c1c(N)n(CCC)c(=O)[nH]c1=O | 2 | -1.9 | 6 | 0.98 | 2 | 0.95 | 1 | 5 | -3
CSCCC(NC(=O)c1ccccc1Cl)C(=O)NCc1ccncc1 (stereo not given) | 5 | -1.0 | -4 | 0.95 | -1 | 1 | 1 | -1 | -1
NS(=O)(=O)c1cccc(NC(=O)COC(=O)CN2C(=O)C3CC=CCC3C2=O)c1 (stereo not given) | 0 | -3.0 | 2 | 1 | 1 | 1.1 | 2 | -13 | 4
COc1cc(CNc2nnnn2C)cc(OC)c1OC | -6 | -0.4 | 5 | 1.1 | -2 | 1 | -1 | 0 | 0
CCOC(=O)C1(CC2CCCCO2)CCN(S(=O)(=O)c2cccc(F)c2)CC1 (stereo not given) | -13 | -0.2 | 17 | 1.1 | 0 | 0.97 | 3 | 3 | -2

Compound activity deposited in PubChem by Sanford-Burnham Center for Chemical Genomics.
